VLA-4 inh: inhibition in human VLA-4 binding assay, primary screen, VLA-4 allosteric modulator project, MLPCN library, flow cytometry, VLA-4 expressing cells | ligand binding flow cytometry | inhibition, % (about 7 µM as worked out from the volumes in the protocol) | actives 0.2% (n = 330,000) | AID 2557, 2010; in the data active means inhibition above about 50%
Target sequence (P13612 whole entry, looked up): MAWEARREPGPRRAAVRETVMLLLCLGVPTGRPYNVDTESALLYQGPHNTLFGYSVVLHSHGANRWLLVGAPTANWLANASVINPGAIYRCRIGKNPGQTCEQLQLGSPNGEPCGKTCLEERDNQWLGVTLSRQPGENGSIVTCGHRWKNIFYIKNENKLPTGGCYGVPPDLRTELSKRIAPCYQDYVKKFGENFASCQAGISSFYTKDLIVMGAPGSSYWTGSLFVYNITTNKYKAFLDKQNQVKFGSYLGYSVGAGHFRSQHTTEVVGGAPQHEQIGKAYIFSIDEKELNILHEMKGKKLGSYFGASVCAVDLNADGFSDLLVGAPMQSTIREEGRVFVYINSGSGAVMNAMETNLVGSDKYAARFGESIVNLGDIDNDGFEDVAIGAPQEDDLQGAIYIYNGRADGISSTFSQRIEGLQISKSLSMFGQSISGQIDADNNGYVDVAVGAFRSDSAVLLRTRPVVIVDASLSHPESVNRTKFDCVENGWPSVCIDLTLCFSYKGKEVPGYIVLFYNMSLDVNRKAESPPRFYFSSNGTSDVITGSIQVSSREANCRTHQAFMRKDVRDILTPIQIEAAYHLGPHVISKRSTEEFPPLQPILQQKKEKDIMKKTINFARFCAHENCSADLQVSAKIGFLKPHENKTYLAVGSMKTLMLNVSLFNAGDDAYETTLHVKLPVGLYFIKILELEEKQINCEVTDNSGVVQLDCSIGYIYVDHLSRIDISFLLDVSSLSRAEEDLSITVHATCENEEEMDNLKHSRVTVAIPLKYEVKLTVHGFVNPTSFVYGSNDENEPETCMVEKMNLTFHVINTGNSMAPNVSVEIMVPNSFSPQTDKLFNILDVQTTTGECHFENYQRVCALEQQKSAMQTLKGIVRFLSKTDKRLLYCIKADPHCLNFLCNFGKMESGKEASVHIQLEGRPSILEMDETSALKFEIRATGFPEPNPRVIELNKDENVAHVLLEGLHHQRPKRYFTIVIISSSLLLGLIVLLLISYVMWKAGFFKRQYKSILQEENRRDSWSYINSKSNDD
MEP2-GFP yeast: modulators of MEP2-GFP levels in yeast, primary screen, S. cerevisiae, multiplex flow cytometry, MLPCN library. S. cerevisiae MEP2-GFP strain, 3 h; 100% = DMSO control level. GFP response vs DMSO, % at 10 µM. actives 0.51% (n = 330,000);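 active means GFP response versus DMSO above a set limit, roughly screen mean plus 3 SD, cut at about 180% in these data; inconclusive means fewer than 70 cells counted for a yeast strain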;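 further: median GFP fluorescence of the barcode-gated MEP2-GFP cells per well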
RPL19A-GFP yeast: RPL19A-GFP expression modulators in yeast, primary screen, cell-based, S. cerevisiae, multiplex flow cytometry, MLPCN. S. cerevisiae RPL19A-GFP strain, 3 h; active compounds read low. percent response vs DMSO, % at 10 µM. actives 0.3% (n = 330,000);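 active means percent response vs DMSO below 50%; inconclusive means fewer than 70 events counted for the yeast strain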;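 further: median channel GFP fluorescence of the barcoded RPL19A-GFP strain; ratio of sample median GFP to plate DMSO average so 100% = DMSO; lower means less RPL19A-GFP as with rapamycin TOR inhibition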
AGP1 TOR yeast: modulators of AGP1-GFP expression in yeast TOR pathway, primary screen, cell-based, multiplex flow cytometry, S. cerevisiae, MLPCN library; 3 h; GFP as percent of DMSO wells; GFP response vs DMSO, % at 10 µM; actives 0.02% (n = 320,000);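 active means GFP response relative to DMSO above a set limit, near screen average plus 3 SD, cut at about 150% in these data; inconclusive means fewer than 70 cells counted for the yeast strain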;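 further: median GFP channel fluorescence of the gated AGP1 strain per well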
GRK2 aptamer HTS: compounds blocking aptamer binding on GRK2 – biochemical, human GRK2, bead flow cytometry, HTS, primary screen; Beta-adrenergic receptor kinase 1 (Homo sapiens), P25098; FAM-aptamer displacement from GRK2; inhibition of aptamer binding, % at 10 µM; actives 0.59% (n = 330,000);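 active means inhibition of aptamer binding above 40%, roughly 3 SD of noise, on plates passing a quality check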;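 further: median bead fluorescence of bound FAM aptamer so fluorescent compounds give negative values; no value below 0 was filed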
LAP4-GFP MLPCN: modulators of LAP4-GFP expression in yeast, primary screen, S. cerevisiae, multiplex flow cytometry, MLPCN library. 3 h; median GFP as percent of DMSO wells. actives 0.34% (n = 320,000). AID 2023, 2009. GFP response vs DMSO, % at 10 µM;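 active means GFP response vs DMSO above a set limit, about the screen mean plus 3 SD, cut at about 150% in these data; inconclusive means under 70 cell events counted for the yeast strain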
CIT2-GFP yeast: modulators of CIT2-GFP expression in yeast, primary screen, S. cerevisiae, GFP fusion, multiplex flow cytometry, MLPCN library; GFP response vs DMSO, % at 10 µM; AID 2029, 2009; actives 0.065% (n = 320,000); S. cerevisiae CIT2-GFP strain, 3 h; 100 means same as DMSO wells;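 active means GFP response relative to DMSO above a set limit, near the screen mean plus 3 SD, cut at about 150% in these data; inconclusive means Fewer than 70 cells measured for a yeast strain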;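 further: ratio of well median GFP fluorescence to mean of DMSO wells on the plate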
JMJD2C inh: inhibitors of GASC-1 histone demethylase, primary screen, biochemical, fluorescence, DELFIA europium; actives 0.069% (n = 330,000); GST-JMJD2C(1-420) H3K9me3 demethylation; AID 2099, 2009; Lysine-specific demethylase 4C (Homo sapiens), Q9H3R0; inhibition, % at 2.35 µM;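 active means more than half of a compound's replicate wells show inhibition beyond 50%, single wells judged on their own value; inconclusive means some, but no more than half, of replicates pass 50% inhibition; inactive means no replicate passes 50% inhibition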;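 further: signal counts dimethyl H3K9 product captured on neutravidin plate; 0% = median of DMSO wells and 100% = 0.3 times that DMSO median; strong numbers were not always called active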
Active calls of the source: *; ? = inconclusive; nt = not tested or not shown; & = joins results of further samples.

structure	VLA-4 inh	MEP2-GFP yeast	RPL19A-GFP yeast	AGP1 TOR yeast	GRK2 aptamer HTS	LAP4-GFP MLPCN	CIT2-GFP yeast	JMJD2C inh
Cc1nn2c3ccccc3n(CCN3CCCCC3)c2nc1=O	-15	102	99	103	3	100	95	7
O=C(COC(=O)Cc1c[nH]c2ccccc12)Nc1ccccc1	33	102	99	95	0	89	91	11
COc1ccccc1CN1CC(C(=O)N2CCC(OC)CC2)CCC1=O (stereo not drawn)	0	101	101	100	0	104	112	9
CCCCc1nc(NCc2ccccc2)c(C#N)c2c1COC(C)(C)C2	30	104	104	104	2	101	100	6
CN(C)S(=O)(=O)c1ccc(NC(=O)CSc2nnc(-c3ccco3)n2N)cc1	5	106	102	99	0	95	101	15
COC(CN(C(=O)CCl)C(C(=O)NC1CCCCC1)c1ccccc1C)OC (stereo not drawn)	-12	110	99	94	0	100	90	3
Cn1c(=O)n(-c2ccccc2)c(=O)c2c3c(sc21)COC(C)(C)C3	9	96	100	108	2	96	104	-1
N/C(=N\OC(=O)Nc1ccccc1)c1cccc(C(F)(F)F)c1	8	102	100	99	0	100	105	0
O=C(NCC(=O)N(c1ccccc1)C(C(=O)NCC1CCCO1)c1ccccc1)c1ccco1 (stereo not drawn)	-3	96	100	106	3	90	nt	17&2
Cc1ccc(S(=O)(=O)CC2CSc3nnc(C)c(=O)n32)cc1 (stereo not drawn)	5	109	102	102	3	100	94	1
CCN(CC)C(=S)Nc1ccc(OC(F)F)cc1	16	106	97	100	3	103	104	1
Nc1nc(SCC(=O)NC2CCCCC2)[nH]c(=O)c1-c1ccccc1	-11	101	92	92	4	88	97	2

A section from the list above, for reference:
structure	VLA-4 inh	MEP2-GFP yeast	RPL19A-GFP yeast	AGP1 TOR yeast	GRK2 aptamer HTS	LAP4-GFP MLPCN	CIT2-GFP yeast	JMJD2C inh
CCN(CC)C(=S)Nc1ccc(OC(F)F)cc1	16	106	97	100	3	103	104	1
Nc1nc(SCC(=O)NC2CCCCC2)[nH]c(=O)c1-c1ccccc1	-11	101	92	92	4	88	97	2

The list goes on.
structure	VLA-4 inh	MEP2-GFP yeast	RPL19A-GFP yeast	AGP1 TOR yeast	GRK2 aptamer HTS	LAP4-GFP MLPCN	CIT2-GFP yeast	JMJD2C inh
CC1(c2ccccc2)NC(=O)N(CC(=O)Nc2ccc(Cl)c(S(=O)(=O)N3CCCCC3)c2)C1=O (stereo not drawn)	1	108	105	107	4	99	108	3
O=C(O)COc1ccc2c(c1)O/C(=C\c1cccs1)C2=O	4	95	100	105	4	100	100	4
Cc1ccc(CN(C(=O)c2ccco2)C2CCS(=O)(=O)C2)cc1 (stereo not drawn)	22	94	98	99	3	106	93	14
COc1cc(C2C(C(C)=O)=C(O)C(=O)N2CCN2CCOCC2)ccc1O (stereo not drawn)	3	99	101	98	0	125	103	7
CCS(=O)(=O)N1Cc2ccccc2CC1C(=O)N(C)Cc1ccc(OC)cc1OC (stereo not drawn)	5	96	97	97	3	101	94	-5
c1ccc2c(-c3[nH]ncc3CNCCCn3ncc4ccccc43)cccc2c1	-6	102	100	105	0	106	106	4
Cc1ccc2[nH]c(=O)c(CN(Cc3ccco3)C(=O)CN3CCCC(C)C3)cc2c1 (stereo not drawn)	15	104	98	105	0	99	105	-3
C=C1C(=O)O[C@@H]2[C@H]1[C@@H](OC(=O)/C(C)=C/C)C/C(C)=C\C(=O)/C=C(\C)[C@@H]2O	-1	102	106	84	0	103	78	1
CCCCC1CCC(C(=O)N(CCOC)c2c(N)n(CCCC)c(=O)[nH]c2=O)CC1 (stereo not drawn)	47	99	91	107	0	107	105	6
COc1cc(=O)n2c(n1)SCCC2	21	98	101	100	0	107	106	-3
O=[N+]([O-])c1cccc(-c2nnc3ccc4ccccc4n23)c1	5	114	107	95	9	107	99	8
CCNc1nc(NC(C)C)nc(OCCNS(=O)(=O)c2cc(C)ccc2C)n1	16	99	97	93	2	93	97	-2
Cc1ccc(C)c(N2CC(=O)N(c3cc(C)ccc3C)CC2=O)c1	-8	74	82	83	0	81	75	-5
CSc1nc(N2CCOCC2)c2c(c1C#N)CC(C(C)C)OC2 (stereo not drawn)	6	80	91	86	2	81	86	-2
CN1C(=S)SC(/[N+]([O-])=C/c2cccnc2)C1(C)C (stereo not drawn)	1	108	98	99	0	95	101	1
COc1ccc(CCNC(=S)Nc2cccc3ccccc23)cc1	18	104	102	97	2	109	94	2
Cc1ccc(C(=O)NCCC(=O)NCc2ccco2)cc1	-4	91	91	96	1	101	nt	-1
COCCn1c(SCC(=O)Nc2ccc(Cl)cn2)nc2ccccc21	12	108	100	109	7	101	102	10
CC(Oc1cccc(Cl)c1)C(=O)NCc1ccc(S(N)(=O)=O)cc1 (stereo not drawn)	-21	92	97	95	0	100	95	3
Cc1ccc([N+](=O)[O-])cc1-c1ccc(/C=N/NC(=O)CN2CCOCC2)o1	11	94	98	120	0	101	112	-13
Cc1ccc(NC(=O)c2cc3c(s2)CCC3)cc1S(=O)(=O)N1CCOCC1	-6	98	96	106	1	95	100	20
CC(=O)c1cc2c(cc1NC(=O)C1CN(C(C)=O)c3ccccc3O1)OCO2 (stereo not drawn)	0	?	?	?	26	?	?	-9
CCOC(=O)C1(Cc2cccc(F)c2)CCN(Cc2cn(CC)nc2C)CC1	2	96	92	95	0	94	100	22
Cc1ccc(OCc2cc(C(=O)N3CCN(CC(=O)NC(C)C)CC3)no2)cn1	3	114	109	111	3	101	112	-1
O=C(C[n+]1cccc(C(=O)N/N=C/c2ccc(Br)cc2)c1)c1ccccc1	-19	98	100	97	89*	106	94	5
Cc1nc2oc3ccc(Cl)cc3c(=O)c2cc1C(=O)O	-14	108	103	100	0	91	108	-6
COc1ccc(/C=N/NC(=O)c2ccccc2)cc1CN1CCN(c2ccc(F)cc2)CC1	17	90	97	108	0	97	111	1
COc1ccc(-n2nc([N+](=O)[O-])c(=NCc3cccnc3)n2O)cc1	16	110	112	103	0	103	105	-1
CCCn1c(=O)c2ccccc2n2c(SCC(=O)c3ccccc3)nnc12	11	102	103	105	0	95	103	7
CCN(CC)CCC(=O)NN	9	98	95	99	10	93	97	-3
CCN(CC)CCCn1c2c(c(SCC(=O)Nc3nc(C)cs3)nc1=O)CCC2	8	98	98	105	0	96	99	183
CCCC(=O)Nc1ccc(C(=O)N/N=C2\CC(=O)CC(C)(C)C2)cc1	16	99	99	103	0	100	98	-3
CC(C)C(NC(=O)OCc1ccccc1)C(=O)OCC(=O)NCc1ccco1 (stereo not drawn)	31	128	99	104	0	105	97	12
Cc1cccc(/C=C(\C(=O)C(=O)O)c2ccc3ccccc3n2)c1	2	98	94	95	4	101	91	-13
NC(=O)Cc1nc(-c2ccc([N+](=O)[O-])cc2)cs1	-3	104	103	117	0	107	101	-6
CCOc1ccc(-c2cc(CCCC(=O)NCCc3ccccc3)no2)cc1	15	112	99	98	0	101	91	5
O=C1CC(N2CCC(Cc3ccccc3)CC2)C(=O)N1CCc1ccccc1 (stereo not drawn)	8	100	96	90	0	99	95	5
O=C(CN1CCN(Cc2ccccc2Cl)C1=O)NC1CCCCCCC1	-6	208*	nt	31	0	93	107	11
Cc1ccc(N2C(=O)NC(NC(=O)c3ccc(Cl)cc3)(C(F)(F)F)C2=O)cc1 (stereo not drawn)	-21	104	102	105	0	98	105	-4
O=C(Cn1cc[n+](Cc2ccccc2)c1)c1ccc([N+](=O)[O-])cc1	-3	104	108	106	0	109	111	-3
COc1cccc(/C=N/n2c(-c3cc(C)[nH]n3)n[nH]c2=S)c1OC	12	97	100	108	1	101	98	36
O=C(CN1CCN(c2ccccc2)CC1)Nc1ccc(F)cc1	-7	96	97	99	0	96	107	22
CC(C)(C)NC(=O)Cn1c(SCC(=O)NCc2cccs2)nc2ccccc21	nt	101	99	97	0	105	94	-21
O=S(=O)(N1CCCCC1)N1CCN(CC(O)COc2ccc3cc(Br)ccc3c2)CC1 (stereo not drawn)	-2	99	96	99	2	106	92	16
Cc1cc(C)cc(N(CC(=O)Nc2ccccc2)C2=NC3CS(=O)(=O)CC3S2)c1 (stereo not drawn)	-12	107	107	99	0	116	92	-2
COc1ccc(NC(=O)CS(=O)(=O)Cc2ccccc2)c([N+](=O)[O-])c1	-8	94	100	85	0	70	87	-5
Cc1ccc(N=c2sc(C)c(C)n2C)cc1	0	101	112	91	0	86	110	-3
CC(C)CCSc1nc2c(c(=O)[nH]c(=O)n2C)n1CCc1ccccc1	15	101	101	104	0	98	101	3
COc1ccc(CNC(=O)C(c2ccc(O)cc2)N(Cc2ccco2)C(=O)c2snc(C(N)=O)c2N)cc1 (stereo not drawn)	-12	104	105	105	0	92	107	0
COc1cc(OC)cc(C(=O)N2CCN(Cc3ccccc3[N+](=O)[O-])CC2)c1	19	98	96	95	1	98	97	?
O=C(NCCCn1ccnc1)c1csc2ccccc12	-4	106	105	109	1	109	112	-1
CN(C)/C=N/c1ncc(C(=O)c2ccc(Cl)cc2)s1	0	99	99	91	5	104	100	5
CCOc1ccc2nc(NC(=O)Nc3cccs3)sc2c1	-32	102	98	101	0	110	94	-2
c1ccc(CN(Cc2ccccc2)c2ncnc3c2nnn3Cc2ccccc2)cc1	-1	94	98	113	1	106	104	-9
O=C(COC(=O)c1ccccc1SCC(=O)N1CCCC1)NC1CCCCC1	1	104	102	104	0	113	96	9
Cc1ccc(NC(=O)COC(=O)[C@H](C)NC(N)=O)c(C)c1	11	108	93	96	0	119	82	7
COc1cccc(NC(=O)C2CCCO2)c1 (stereo not drawn)	10	118	99	103	12	95	112	-3
O=C(Cc1csc(NC(=O)Nc2cccc(Cl)c2)n1)NCc1cccnc1	-1	100	100	112	0	115	96	-47
Clc1ccc(Cl)c(-c2nn3c(COc4ccccc4)nnc3s2)c1	-1	111	107	112	1	106	101	7
CCOC(=O)C1=C2SCCN2C(=O)C(C#N)C1(C)C (stereo not drawn)	18	104	104	107	2	102	nt	-28

New compounds follow
structure	VLA-4 inh	MEP2-GFP yeast	RPL19A-GFP yeast	AGP1 TOR yeast	GRK2 aptamer HTS	LAP4-GFP MLPCN	CIT2-GFP yeast	JMJD2C inh
O=C(Cc1c(Cl)cccc1Cl)Nc1cccc(S(=O)(=O)N2CCOCC2)c1	21	108	99	104	1	98	110	-1
CN(C(=O)c1ccco1)c1nc(-c2ccc(F)cc2)cs1	-2	103	98	98	4	99	91	-3
C/C(=N/O)c1c(O)c(C)c(-c2ccccc2)n(-c2ccccc2)c1=O	1	105	100	99	0	104	98	1
CCOc1cc(S(=O)(=O)Nc2ccc(CC)cc2)ccc1Cl	-2	96	nt	98	0	105	109	2
COc1cccc(NC(=S)NN=C2CCC(C(C)(C)C)CC2)c1 (stereo not drawn)	28	106	103	103	1	106	93	13
Cc1ccc(C)c(N2CCN(C(=O)c3ccc4nc(N5CCOCC5)sc4c3)CC2)c1	4	81	91	81	0	88	76	-5
